Assay outcomes (PubChem)
NF-kB expr up – NF-kB expression increase, human neuronal cells; AID 1239; hit rate 1.6% among 190,000; fold change at 12.5 µM; NF-kB reporter expression; hits give high values; in the data active = fold change above about 3.3
APP 5UTR inh – APP translation inhibition. SH-SY5Y APP 5'UTR-luciferase reporter, luminescence. inhibition, % at 2 µM. hit rate 0.82% among 190,000. AID 1285;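 active = inhibition above a set limit, derived from the sample mean plus 3 SD, cut at about 45% in these data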; note: values of inactives mirror those of a sister screen read the other way
G6PDH CS – L. mesenteroides G6PDH inhibition counter-screen | Purified L. mesenteroides G6PDH, diaphorase/resazurin coupled fluorescence, 45 min | inhibition, % at 5 µM | hit rate 0.12% among 200,000 | AID 1020; in the data active = inhibition above about 50%
DTT redox prof – compounds producing H2O2 with reducing agent – biochemical, NIH compound library profiling, artefact control for MLSCN library redox annotation, primary screen; DTT-dependent redox cycling H2O2, phenol red/HRP absorbance; 100% = 100 µM peroxide control, 0% = buffer; activation, % at 10 µM; hit rate 0.03% among 200,000; AID 878;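 active = activation of at least 50% relative to the plate's high and low controls in the primary single-dose screen; inactive = activation below 50%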;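 note: compound incubated with DTT at 0.8 mM final as the reducing agent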
FLuc inhib CS – Photinus pyralis luciferase inhibition counter-screen; ATPLite firefly luciferase biochemical luminescence, 10 min; inhibition, % at 10 µM; hit rate 1.5% among 200,000; AID 1006;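 active = inhibition above about 50% when tested at 10 µM, limit read from the data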
Target sequence (P08659 whole entry, looked up): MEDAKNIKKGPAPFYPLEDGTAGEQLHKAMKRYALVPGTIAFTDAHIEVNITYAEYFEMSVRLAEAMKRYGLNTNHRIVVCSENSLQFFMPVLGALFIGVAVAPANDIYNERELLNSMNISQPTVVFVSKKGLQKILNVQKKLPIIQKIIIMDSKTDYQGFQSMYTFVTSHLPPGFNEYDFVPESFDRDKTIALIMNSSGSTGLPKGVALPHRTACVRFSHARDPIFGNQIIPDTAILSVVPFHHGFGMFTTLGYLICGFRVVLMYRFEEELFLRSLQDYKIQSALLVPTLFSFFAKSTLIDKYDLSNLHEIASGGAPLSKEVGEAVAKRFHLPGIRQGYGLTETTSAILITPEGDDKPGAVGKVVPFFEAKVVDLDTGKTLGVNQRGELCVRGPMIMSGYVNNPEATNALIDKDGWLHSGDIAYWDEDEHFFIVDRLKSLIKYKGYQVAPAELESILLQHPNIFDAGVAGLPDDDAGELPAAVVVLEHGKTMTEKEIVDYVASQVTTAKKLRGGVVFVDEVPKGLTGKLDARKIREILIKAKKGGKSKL
STAT1 activator – STAT1 signaling activation; NIH 3T3 STAT1-luciferase reporter, IFN-gamma, luminescence; 100% = IFN-gamma alone, no compound; activation (% of control), % at 5.5 µM; hit rate 2.6% among 200,000; AID 932;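 active = activation above the screen-wide mean activation plus 3 SD, cut at about 130% in these data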;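 note: raw ratio to IFN-gamma control signal so 100% means no change and 0% no light; values of inactives mirror those of a sister screen read the other way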
FLuc stim CS – affects firefly luciferase, flagging false hits in luciferase stimulation screens; P08659; ATPlite luciferase biochemical, luminescence, 10 min; 0 = ATP-free wells, 1 = DMSO control; activation factor at 10 µM; 200,000 tested, under 10 active; AID 1027;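 active = luciferase activation factor, scaled between plate controls, of at least 2 with compound at 10 µM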
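System: luciferase plus luciferin reagent, cell-free; medium: PBS as buffer for the ATP substrate; dosing: test compounds dosed from 2 mM stocks in 100% DMSO; timing: 10 min post-reagent at room temperature; measured by: luminescence measurement of luciferase light output; evaluation: luciferase activation, seen as luminescence increase over controls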
APP 5'UTR act – activates APP 5'UTR luciferase reporter. hit rate 1% among 190,000. AID 1276. activation, % at 2 µM. SH-SY5Y APP 5'UTR luciferase reporter, luminescence; zero percent = DMSO vehicle wells;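 active = activation above a set limit, based on mean plus 3 SD of controls, cut at about 140% in these data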; note: values of inactives mirror those of a sister screen read the other way
Hsp70 activator – transcriptional activators of Hsp70 | activation, % at 10 µM | AID 1203 | HeLa Hsp70 promoter luciferase reporter, luminescence; scaled: vehicle 0, proteasome-inhibitor control 100% | hit rate 0.04% among 200,000;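 active = activation above the mean across all tested compounds plus 3 SD, cutoff set per campaign, cut at about 5.5% in these data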;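 note: 100% = MG132 at 30 µM as the positive control and 0% = DMSO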
Efa HMGR inh – blocks class II HMG-CoA reductase of Enterococcus faecalis; purified E. faecalis HMGR, NADPH absorbance 340 nm kinetic; inhibition, % at 10 µM; hit rate 0.41% among 190,000; AID 1066;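 active = inhibition above a set limit, the median over all tested compounds plus 3 SD, cut at about 9.5% in these data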;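 note: enzyme runs in reverse so mevalonate oxidation gives rising NADPH absorbance; 0% = complete reaction with DMSO and 100% = background rate lacking mevalonate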
Starred values were filed as active, the others as inactive.

Screening O=C1CC(c2ccc(S(=O)(=O)NCc3ccncc3)cc2)CN1 (stereo unspecified) returned NF-kB expr up 1, APP 5UTR inh 1, G6PDH CS 6, DTT redox prof -1.6, FLuc inhib CS -9, STAT1 activator 95, FLuc stim CS 1.1, APP 5'UTR act -1, Hsp70 activator -0.3 and Efa HMGR inh 0.
Screening O=C1/C(=C\c2ccco2)NC(=S)N1c1ccccc1 returned NF-kB expr up 1.6, APP 5UTR inh -18, G6PDH CS 22, DTT redox prof 0.0, FLuc inhib CS 22, STAT1 activator 110, FLuc stim CS 0.8, APP 5'UTR act 18, Hsp70 activator 0.0 and Efa HMGR inh -3.
Screening CC1=CC(C)(C)N(C(=O)Nc2ccccc2)c2ccccc21 returned NF-kB expr up 1.2, APP 5UTR inh -16, G6PDH CS 0, DTT redox prof -1.2, FLuc inhib CS 5, STAT1 activator 100, FLuc stim CS 0.9, APP 5'UTR act 16, Hsp70 activator -0.4 and Efa HMGR inh -4.
`Cc1cc(NC(=O)CS(=O)(=O)c2cn(Cc3ccc(F)cc3)c3ccccc23)no1` gave NF-kB expr up 0.83, APP 5UTR inh 12, G6PDH CS 5, DTT redox prof 0.2, FLuc inhib CS -7, STAT1 activator 94, FLuc stim CS 1.1, APP 5'UTR act -12, Hsp70 activator -0.2 and Efa HMGR inh -4.
`Oc1ccc2ccccc2c1CNc1cnc2ccccc2c1` gave NF-kB expr up 1.1, G6PDH CS 25, DTT redox prof 0.0, FLuc inhib CS 1, STAT1 activator 97, FLuc stim CS 1, Hsp70 activator 0.1 and Efa HMGR inh -2.
N/C(=N\OC(=O)c1ccco1)c1ccc(Cl)cc1 was read as NF-kB expr up 1.1, APP 5UTR inh -158, G6PDH CS 11, DTT redox prof -0.4, FLuc inhib CS 34, STAT1 activator 137*, FLuc stim CS 0.7, APP 5'UTR act 158*, Hsp70 activator -0.2 and Efa HMGR inh -4.
`Cc1ccc(NC(=O)C(C)c2ccc([N+](=O)[O-])cc2)cc1Cl` (stereo unspecified) gave NF-kB expr up 0.85, APP 5UTR inh 1, G6PDH CS -18, DTT redox prof 0.6, FLuc inhib CS -6, STAT1 activator 102, FLuc stim CS 1.1, APP 5'UTR act -1, Hsp70 activator -0.5 and Efa HMGR inh -6.
C/C(=C\c1ccccc1)CN(C)CCN(C)C was read as NF-kB expr up 1, APP 5UTR inh 19, G6PDH CS 12, DTT redox prof -0.5, FLuc inhib CS -8, STAT1 activator 100, FLuc stim CS 1.1, APP 5'UTR act -19, Hsp70 activator 0.0 and Efa HMGR inh 2.
O=C(Nc1ccc(Cl)cc1)Nc1ccccc1NS(=O)(=O)c1cccs1 was read as NF-kB expr up 1.1, APP 5UTR inh -9, G6PDH CS 5, DTT redox prof -0.2, FLuc inhib CS 2, STAT1 activator 98, FLuc stim CS 1, APP 5'UTR act 9, Hsp70 activator -0.2 and Efa HMGR inh -6.
`CCOC(=O)c1c(NC(=O)/C=C\C(=O)O)sc(C)c1-c1ccccc1` gave NF-kB expr up 1.1, APP 5UTR inh 10, G6PDH CS 8, DTT redox prof -0.4, FLuc inhib CS -11, STAT1 activator 93, FLuc stim CS 1.1, APP 5'UTR act -10, Hsp70 activator -0.3 and Efa HMGR inh -8.
`COCCCNC(=O)c1c(F)c(F)c(F)c(F)c1F` gave NF-kB expr up 1.4, APP 5UTR inh 7, G6PDH CS 9, DTT redox prof -0.2, FLuc inhib CS -5, STAT1 activator 95, FLuc stim CS 1, APP 5'UTR act -7, Hsp70 activator -0.3 and Efa HMGR inh 2.
For COc1ccc(O)c(/C=C(\C#N)C(=O)Nc2cccnc2)c1 the results were NF-kB expr up 0.96, APP 5UTR inh -26, G6PDH CS -18, DTT redox prof 0.0, FLuc inhib CS 63*, STAT1 activator 118, FLuc stim CS 0.4, APP 5'UTR act 25, Hsp70 activator -0.1 and Efa HMGR inh -1.
For c1ccc(N(c2ccccc2)c2nc(-n3ccnc3)nc(-n3ccnc3)n2)cc1 the results were NF-kB expr up 0.49, APP 5UTR inh 10, G6PDH CS 5, DTT redox prof -4.7, FLuc inhib CS -4, STAT1 activator 97, FLuc stim CS 1, APP 5'UTR act -10, Hsp70 activator -0.4 and Efa HMGR inh 0.
For O=S(=O)(c1ccccc1)N1N=C(c2cccs2)CC1c1ccc(F)cc1 (stereo unspecified) the results were NF-kB expr up 1.1, APP 5UTR inh 21, G6PDH CS 6, DTT redox prof 2.3, FLuc inhib CS -8, STAT1 activator 91, FLuc stim CS 1.1, APP 5'UTR act -21, Hsp70 activator -0.2 and Efa HMGR inh -3.
Screening Cc1cccc(NS(=O)(=O)c2ccc(NC(=O)CN(c3cc([N+](=O)[O-])ccc3C)S(C)(=O)=O)cc2)c1 returned NF-kB expr up 1.1, APP 5UTR inh 11, G6PDH CS 1, DTT redox prof -0.8, FLuc inhib CS -5, STAT1 activator 110, FLuc stim CS 1.1, APP 5'UTR act -11, Hsp70 activator -0.3 and Efa HMGR inh -4.
`CC(=O)NC/C(C)=N\Nc1ccc([N+](=O)[O-])cc1` gave NF-kB expr up 1.1, APP 5UTR inh 12, G6PDH CS 3, DTT redox prof -1.1, FLuc inhib CS 0, STAT1 activator 91, FLuc stim CS 1, APP 5'UTR act -12, Hsp70 activator 0.0 and Efa HMGR inh -5.
Screening O=C(Cc1ccc(Br)cc1)OCC(=O)c1ccc2c(c1)OCCO2 returned NF-kB expr up 1.2, APP 5UTR inh 3, G6PDH CS -5, DTT redox prof 2.7, FLuc inhib CS -4, STAT1 activator 112, FLuc stim CS 1, APP 5'UTR act -3, Hsp70 activator 0.0 and Efa HMGR inh -4.
N#Cc1nc(-c2cccc3ccccc23)oc1N1CCCCC1 was read as NF-kB expr up 1.2, APP 5UTR inh -12, G6PDH CS 3, DTT redox prof 4.5, FLuc inhib CS 19, STAT1 activator 111, FLuc stim CS 0.8, APP 5'UTR act 12, Hsp70 activator -0.3 and Efa HMGR inh -6.
Screening CC(=NCCN1CCOCC1)C1=C(O)c2ccccc2C1=O returned NF-kB expr up 1.5, APP 5UTR inh -8, G6PDH CS -1, DTT redox prof -1.0, FLuc inhib CS -6, STAT1 activator 92, FLuc stim CS 1.1, APP 5'UTR act 8, Hsp70 activator -0.3 and Efa HMGR inh -4.
For COc1ccc2nc(Nc3ccc4c(c3)OCO4)sc2c1 the results were NF-kB expr up 2, APP 5UTR inh -76, G6PDH CS 16, DTT redox prof 3.8, FLuc inhib CS 13, STAT1 activator 152*, FLuc stim CS 0.9, APP 5'UTR act 75, Hsp70 activator 0.3 and Efa HMGR inh -1.
Screening Cc1cccc(OCC(=O)Nc2cccc(-c3nnc(-c4ccccc4)o3)c2)c1C returned NF-kB expr up 1.9, APP 5UTR inh -15, G6PDH CS -72, DTT redox prof 3.4, FLuc inhib CS 0, STAT1 activator 130*, FLuc stim CS 1, APP 5'UTR act 15, Hsp70 activator -0.1 and Efa HMGR inh -2.
COC(=O)c1c(NC(C)=O)sc(Cc2ccccc2)c1C was read as NF-kB expr up 0.79, APP 5UTR inh 8, G6PDH CS 3, DTT redox prof 0.8, FLuc inhib CS -4, STAT1 activator 95, FLuc stim CS 1, APP 5'UTR act -8, Hsp70 activator -0.1 and Efa HMGR inh -2.
`NNC(=O)c1cnn(Cc2ccccc2)c1N` gave NF-kB expr up 1.3, APP 5UTR inh 11, G6PDH CS 20, DTT redox prof -0.6, FLuc inhib CS -9, STAT1 activator 96, FLuc stim CS 1.1, APP 5'UTR act -11, Hsp70 activator -0.3 and Efa HMGR inh 1.
`CC(=O)Oc1ccc(Cl)cc1/C=C/c1ccc2ccccc2n1` gave NF-kB expr up 7.3*, APP 5UTR inh -88, G6PDH CS -20, DTT redox prof 0.2, FLuc inhib CS -2, STAT1 activator 95, FLuc stim CS 1, APP 5'UTR act 88, Hsp70 activator -0.1 and Efa HMGR inh 3.
Screening Cc1ccc(SCCC(=O)OCC(=O)NCC2CCCCC2)cc1 returned NF-kB expr up 1.5, APP 5UTR inh -5, G6PDH CS 4, DTT redox prof -0.4, FLuc inhib CS -4, STAT1 activator 101, FLuc stim CS 1, APP 5'UTR act 5, Hsp70 activator -0.2 and Efa HMGR inh 3.
COc1ccc(-c2nnn(CC(=O)N(Cc3cccs3)C(C)C(=O)NCCC(C)C)n2)cc1OC (stereo unspecified) was read as NF-kB expr up 0.66, APP 5UTR inh -18, G6PDH CS -4, DTT redox prof -2.5, FLuc inhib CS -4, STAT1 activator 91, FLuc stim CS 1, APP 5'UTR act 18, Hsp70 activator 0.4 and Efa HMGR inh -3.
For O=C(c1ccccn1)N(Cc1cc2ccccc2[nH]c1=O)C1CCCCC1 the results were NF-kB expr up 1.1, APP 5UTR inh -4, G6PDH CS 6, DTT redox prof 1.4, FLuc inhib CS -3, STAT1 activator 93, FLuc stim CS 1, APP 5'UTR act 3, Hsp70 activator -0.2 and Efa HMGR inh -1.
For COc1cccc(/C=C(/C(=O)OCC(=O)NC2CCCC(C)C2C)c2ccccc2)c1 (stereo unspecified) the results were NF-kB expr up 0.85, APP 5UTR inh 7, G6PDH CS 3, FLuc inhib CS -4, STAT1 activator 87, FLuc stim CS 1, APP 5'UTR act -7, Hsp70 activator -0.3 and Efa HMGR inh -2.
Screening Cc1nc2c(c(C)c1C#N)C(=O)c1ccccc1-2 returned NF-kB expr up 0.61, APP 5UTR inh -10, G6PDH CS 14, DTT redox prof -0.6, FLuc inhib CS -4, STAT1 activator 91, FLuc stim CS 1, APP 5'UTR act 10, Hsp70 activator 0.1 and Efa HMGR inh 3.
For CC1CN(C(=O)c2cccc(S(=O)(=O)N3CCOCC3)c2)CC(C)O1 (stereo unspecified) the results were NF-kB expr up 0.99, APP 5UTR inh -4, G6PDH CS 7, DTT redox prof -0.2, FLuc inhib CS -3, STAT1 activator 103, FLuc stim CS 1, APP 5'UTR act 4, Hsp70 activator -0.3 and Efa HMGR inh -5.
Cc1ccc(C)c(CN2CCCNC2=O)c1 was read as NF-kB expr up 1, APP 5UTR inh -6, G6PDH CS 8, DTT redox prof -0.2, FLuc inhib CS -12, STAT1 activator 104, FLuc stim CS 1.1, APP 5'UTR act 7, Hsp70 activator -0.3 and Efa HMGR inh 2.
For C/C(=N/Nc1nc(-c2ccccc2)cc(-c2ccccc2)n1)c1ccc(N)cc1 the results were NF-kB expr up 0.82, APP 5UTR inh -9, G6PDH CS -35, DTT redox prof 0.8, FLuc inhib CS 31, STAT1 activator 102, FLuc stim CS 0.7, APP 5'UTR act 9, Hsp70 activator -0.3 and Efa HMGR inh -5.

Reprinted at random: 2 entries already listed, in no set order.
Screening Cc1ccc(SCCC(=O)OCC(=O)NCC2CCCCC2)cc1 returned NF-kB expr up 1.5, APP 5UTR inh -5, G6PDH CS 4, DTT redox prof -0.4, FLuc inhib CS -4, STAT1 activator 101, FLuc stim CS 1, APP 5'UTR act 5, Hsp70 activator -0.2 and Efa HMGR inh 3.
Cc1ccc(C)c(CN2CCCNC2=O)c1 was read as NF-kB expr up 1, APP 5UTR inh -6, G6PDH CS 8, DTT redox prof -0.2, FLuc inhib CS -12, STAT1 activator 104, FLuc stim CS 1.1, APP 5'UTR act 7, Hsp70 activator -0.3 and Efa HMGR inh 2.
